PglD inh: C. jejuni PglD acetyltransferase inhibitors, primary screen, biochemical, DTNB colorimetric, single point. inhibition, % at 12.5 µM. UDP-N-acetylbacillosamine N-acetyltransferase PglD (Campylobacter jejuni). 360,000 compounds, 0.098% hits. purified PglD enzyme, DTNB colorimetric CoA detection. AID 602405, 2012; in the data active means inhibition above about 16%, passing the limit was not always enough; further: strong numbers were not always called active
PGC1a acetyl inh: inhibitors of PGC1a acetylation signal, primary screen, cell-based, U2OS, AlphaScreen, inhibitor mode. inhibition, % at 15.6 µM. 350,000 compounds, 0.17% hits. AlphaScreen anti-acetyl-lysine; with virally co-expressed GCN5 acetyltransferase. AID 651687, 2012;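 active means every replicate shows inhibition of at least 40%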;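 further: 0% = neutral control wells and 100% = positive control wells; some results beyond the cut were filed as inactive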
RAD52 inh: RAD52 DNA annealing inhibitors, primary screen, biochemical, FRET, single point, set 2. recombinant RAD52 DNA annealing, FRET fluorescence. inhibition, % at 18.7 µM. 360,000 compounds, 0.46% hits;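 active means every replicate showing at least 50% inhibition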
Cneo AK release: Cryptococcus neoformans cell lysis inducers, primary screen, AK release luminescence, single concentration; C. neoformans lysis, adenylate kinase release luminescence, 4 h; normalised: neutral wells 0, clomiphene wells 100; lysis activity, % at 15 µM; 360,000 compounds, 0.2% hits; AID 651654, 2012;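 active means mean lysis activity across replicates of at least 80%, whatever share of replicates individually reach that level; inactive means mean lysis activity below 80%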
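Schedule: static 4 h at 37 °C with compound, 1 h detection; system: C. neoformans cells; benchmarks: Clomiphene as positive control; buffer or medium: fresh YPD medium; measure: luminescence rise reflecting yeast cell lysis; measured by: luminescent adenylate kinase detection reagent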
E-sel inducer: E-selectin induction in HUVECs, primary screen, imaging, HUVEC, immunofluorescence imaging, single point; normalized: neutral wells 0, TNF-alpha wells 100; activation, % at 7.58 µM; P16581; 260,000 compounds, 0.37% hits;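 active means mean E-selectin-positive cell signal at least 10% of the positive control, reached in at least 60% of replicates, without over 20% cell loss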;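 further: in these data hits start at about 27%; measured in HUVEC primary endothelial cells; signal is the percent of cells scored E-selectin positive by PE staining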
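Test system: HUVEC | Signal: Immunofluorescence imaging | Read-out: Percent E-selectin-positive cells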
RAD54 branch: inhibitors of human RAD54 branch migration, primary screen, biochemical, fluorescence, single point; RAD54 Holliday junction branch migration, FAM/BHQ fluorescence; DNA repair and recombination protein RAD54-like (Homo sapiens), Q92698; inhibition, % at 10.4 µM; 360,000 compounds, 0.14% hits; AID 602329, 2012;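 active means mean normalized replicate activity at least 40 and at least half of replicates scoring 40 or more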;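 further: 0% = median of neutral control wells and 100% = median of positive control wells; inhibitors cause a drop in the FAM fluorescence signal; in these data hits start at about 50%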
Target sequence (Q92698 whole entry, looked up): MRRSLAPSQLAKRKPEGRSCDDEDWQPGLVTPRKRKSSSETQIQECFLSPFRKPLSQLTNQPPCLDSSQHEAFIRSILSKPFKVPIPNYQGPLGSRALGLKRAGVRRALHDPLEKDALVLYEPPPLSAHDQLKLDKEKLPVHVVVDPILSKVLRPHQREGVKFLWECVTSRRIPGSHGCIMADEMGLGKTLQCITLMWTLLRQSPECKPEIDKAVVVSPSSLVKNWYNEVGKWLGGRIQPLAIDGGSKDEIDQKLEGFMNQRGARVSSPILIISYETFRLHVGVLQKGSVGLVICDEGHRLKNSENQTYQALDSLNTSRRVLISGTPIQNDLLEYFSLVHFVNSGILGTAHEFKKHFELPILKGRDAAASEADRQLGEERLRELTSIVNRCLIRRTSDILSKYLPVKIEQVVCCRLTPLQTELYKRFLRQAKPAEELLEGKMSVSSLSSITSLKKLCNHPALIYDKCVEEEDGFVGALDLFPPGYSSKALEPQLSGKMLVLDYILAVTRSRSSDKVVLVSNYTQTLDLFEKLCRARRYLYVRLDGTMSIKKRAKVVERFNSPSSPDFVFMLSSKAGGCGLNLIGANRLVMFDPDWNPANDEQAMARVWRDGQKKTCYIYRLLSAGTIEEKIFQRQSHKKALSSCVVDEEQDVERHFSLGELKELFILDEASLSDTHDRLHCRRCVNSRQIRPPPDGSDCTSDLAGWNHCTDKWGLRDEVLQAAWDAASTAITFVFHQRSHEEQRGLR
miR122 inh: miR-122 Renilla sensor signal increase in Huh7, primary screen, miR-122 inhibitor project, cell-based, single point, plate reader; Huh7 miR-122 Renilla luciferase sensor, 48 h; neutral wells = 0, positive control = 100; activation (reporter increase), % at 12.5 µM; 340,000 compounds, 0.3% hits;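 active means mean replicate activation score at least 90 and every replicate individually at or above 90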;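 further: higher luciferase means less miR-122 activity so hits act as miR-122 inhibitors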
ERAP1 inh: human ERAP1 aminopeptidase inhibitors, primary screen, biochemical, single point, plate reader. Endoplasmic reticulum aminopeptidase 1 (Homo sapiens), Q9NZ08. recombinant ERAP1, Leu-AMC fluorescence, 60 min. inhibition, % at 10.7 µM. 340,000 compounds, 0.15% hits. AID 652197, 2013;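 active means mean replicate inhibition of at least 30%, or all replicates individually reaching that 30% level; inactive means mean below 30% and not every replicate reaching it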;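 further: 0% = neutral control wells and 100% = L-leucinethiol positive control wells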
* marks the source's active call; other numbers are inactive results; · = no result given; [ ] = dose if it differs, or a comment.

no.	SMILES	PglD inh	PGC1a acetyl inh	RAD52 inh	Cneo AK release	E-sel inducer	RAD54 branch	miR122 inh	ERAP1 inh
1	Cc1ccccc1-c1cnc2c(c1)C(=O)N([C@@H](C)CO)C[C@@H](C)[C@@H](CN(C)C(=O)c1cccnc1)O2	0	5	10	-3	-0.2	-2	-1[16.7 µM]	-3
2	Cc1ccc(S(=O)(=O)Nc2cccc3c2O[C@H](CN(C)C(=O)Nc2ccc4c(c2)OCO4)[C@@H](C)CN([C@H](C)CO)C3=O)cc1	-1	2	-10	-1	-0.2	-12	51[16.7 µM]	-2
3	O=C(NCc1ccccn1)c1ccc(OC2CCN(Cc3ccc(CO)o3)CC2)cc1	-4	·	-20	0	-1.7	-12	-6	3
4	CC(=O)c1c(C)[nH]c(C(=O)NCCN2CCC(C)CC2)c1C	-1	3	·	2	·	2	6	·
5	NS(=O)(=O)c1cc(C(=O)OCC(=O)c2ccc3c(c2)OCCO3)ccc1Cl	·	-6	-22	·	2.8	·	6	-2
6	C[C@@H]1CN([C@H](C)CO)C(=O)c2cccc(NS(=O)(=O)c3ccc(F)cc3)c2O[C@@H]1CN(C)C(=O)NC1CCCCC1	-3	4	0	2	-13	7	7[16.7 µM]	23
7	COc1cccc(-c2ccc([C@@H]3[C@@H](CO)N4CCCCN(C(=O)NC(C)C)C[C@H]34)cc2)c1	5	-1	2	0	-0.3	-5	-3[16.7 µM]	1
8	O=C(c1cccnc1)N1C[C@@H]2[C@H](c3ccccc31)[C@@H](CO)N2C(=O)C1CCCC1	5	-7	4	-6	-0.1	-9	10[16.7 µM]	1
9	C[C@@H]1CN([C@H](C)CO)C(=O)c2cccc(NC(=O)C3CCCCC3)c2O[C@H]1CN(C)Cc1ccc(C(=O)O)cc1	-1	8	0	18	0.2	4	4[16.7 µM]	1
10	Cc1cc(NC(=O)c2c(-c3c(F)cccc3Cl)noc2C)no1	4	-4	-13	1	-0.3	-3	-6	1
11	Cc1ccc(S(=O)(=O)Nc2ccc3c(c2)CC(=O)N([C@H](C)CO)C[C@H](C)[C@@H](CN(C)C(=O)Nc2ccc(F)cc2)O3)cc1	0	-7	14	2	0.9	-22	-4[16.7 µM]	2
12	C=CCn1c(SCC)nc2sc3c(c2c1=O)CCc1ccccc1-3	-2	-5	·	3	·	-1	18	·
13	Cc1noc(C)c1S(=O)(=O)Nc1ccc2c(c1)C(=O)N([C@H](C)CO)C[C@@H](C)[C@@H](CN(C)Cc1ccncc1)O2	1	9	-14	-3	-2.2	0	7[16.7 µM]	-2
14	CC(NC(=O)/C(=C/c1cccc([N+](=O)[O-])c1)NC(=O)c1ccco1)C(=O)O (configuration not stated)	-11	9	·	4	·	5	0	·
15	COCC(=O)N(C)C[C@H]1Oc2cc(-c3ccccc3)ccc2S(=O)(=O)N([C@@H](C)CO)C[C@H]1C	2	-3	-4	-3	0.9	0	-11[16.7 µM]	0
16	C[C@@H](NC(=O)C[C@H]1CC[C@@H](NS(=O)(=O)c2cccc(F)c2)[C@H](CO)O1)c1ccccc1	4	11	7	1	-0.9	3	·	2
17	Cc1ccc(NC(=O)c2ccc(S(=O)(=O)N3CCCCCC3)cc2)nc1	4	-9	-6	-4	-0.1	-2	13	0
18	COC1=CC2(O)CCCC2=CC1=O (configuration not stated)	2	13	3	2	0.7	-5	2	-1
19	COc1cc(OC)cc(-c2c(-c3cccs3)c3cc(-c4ccc(SC)cc4)ccc3n2C)c1	5	·	-20	0	0.0	-11	·	5
20	Cc1ccc(N2C(N)=NC(N)=NC2(C)C)c(C)c1	2	2	·	0	·	-11	0	·
21	CCOC(=O)C1=C(c2ccccc2)Nc2c(c(=O)n(C)c(=O)n2C)C1c1ccc(O)c(OC)c1 (configuration not stated)	-7	-3	·	0	·	2	-4	·
22	O=C(CC(F)(F)F)N1C[C@H]2[C@@H](c3ccccc31)[C@@H](CO)N2C(=O)C1CCCCC1	-1	-1	-3	-4	1.1	8	-10[16.7 µM]	-1
23	O=C(c1ccccn1)C1CCCN(Cc2nc(Cc3cccc(F)c3)no2)C1 (configuration not stated)	6	1	5	6	0.1	-11	-11	0
24	OCC1(CCOc2ccccc2)CCN(C2Cc3ccccc3C2)CC1	4	·	-21	3	0.2	3	·	1
25	CC1CN(C)C(C)C/C1=N/Oc1ccccc1[N+](=O)[O-] (configuration not stated)	-2	1	-2	2	·	2	2	1
26	Cc1ccc(C)c(Cn2c3ccccc3c3cnn(CC(=O)NCCCN4CCOCC4)c(=O)c32)c1	1	3	-11	-1	-0.3	-5	·	-1
27	O=C(CSc1nnc(-c2cccc(S(=O)(=O)N3CCOCC3)c2)n1C1CCCCCC1)NCc1ccccc1	-2	1	·	-3	·	-3	1	·
28	COc1nc(N)c(C#N)c(-c2ccc(N(C)CCC#N)cc2)c1C#N	-3	11	-48	1	4.1	13	-1	5
29	O=C(CC1SC(=O)N(Cc2ccc(Cl)cc2)C1=O)Nc1nccs1 (configuration not stated)	2	·	-2	-6	·	3	3	5
30	O=C1[C@H](Cc2ccccc2)NCC=CC[C@H](c2ccc(Cl)cc2)N1Cc1ccccc1	0	-3	-46	1	-0.1	-4	2	·
31	CCN1C(=O)/C(=C2\SC(N3CCOCC3)=NC2=O)c2ccccc21	-1	4	-2	1	·	-7	-3	-2
32	Oc1ccccc1N1CCN(c2nc(-c3cccs3)nc3ccccc23)CC1	·	·	-13	·	0.0	·	-3	-2
33	CCOC(=O)CCC(=O)Nc1cccc([N+](=O)[O-])c1	-5	-5	·	-1	·	-6	-5	·
34	CCN(CC)C(=O)C1=C(C)N(CCCN2CCCC2=O)C(=O)C(CC(=O)NC(c2ccccc2)c2ccccc2)C1 (configuration not stated)	1	·	-11	0	-0.1	-2	-2	-4
35	CCOC(=O)c1c(NC(=O)COC(=O)Cn2cnc3ccccc32)sc(C)c1C	-7	-6	·	0	·	-11	3	·
36	CC1(C(=O)OCC(=O)Nc2ccc(Cl)cn2)CC1(Cl)Cl (configuration not stated)	-5	4	-5	1	0.5	-12	-3	-3
37	COc1ccc(N2CCN(C(=S)NCc3ccccc3)CC2)cc1	-3	·	-13	-8	0.1	1	·	2
38	CCCCNC(=O)CC1S/C(=N/N=C/c2ccc(OC)cc2)NC1=O (configuration not stated)	·	6	-9	·	-3.4	·	·	-4
39	S=C(NCC1CCCO1)N1CCN(Cc2ccccc2Cl)CC1 (configuration not stated)	0	-2	-5	3	·	-5	8	4
40	Cc1ccc(-c2cnc3c(c2)C(=O)N([C@H](C)CO)C[C@H](C)[C@H](CN(C)Cc2ccccc2C(=O)O)O3)cc1	1	-6	10	-1	·	-5	1[16.7 µM]	1
41	Cc1ccc2nc(-c3cccs3)oc(=O)c2c1	0	2	-1	0	0.0	-2	0	2
42	CN(C)CCSc1nc(N)c2c3c(sc2n1)CN(C)CC3	-9	-15	·	2	·	75*	0	·
43	COc1cccc(-c2ccc(C3[C@@H]4CN(C(=O)c5ccc(F)cc5)C[C@H]3N4)cc2)c1 (some centres not stated)	·	-28	52*	·	-0.1	·	·	1
44	CCCCC1CC2=C(C(=O)OC(C)(C)O2)C(c2ccc(Cl)cc2)O1 (configuration not stated)	10	-23	-6	-2	0.9	4	4	1
45	CC(C)N(Cc1ccccc1)C(=O)COC(=O)c1ccc2ncsc2c1	-3	0	-12	7	·	-1	·	-4
46	C=CCn1cc(CN2CCC(C(=O)Nc3ccc(Oc4cccnc4)cc3)CC2)c(C)n1	0	12	-17	0	·	-12	0	-1
47	CC1CCN(C(=O)CCNS(=O)(=O)c2ccccc2)CC1	5	-6	·	3	·	1	-3	·
48	CC(=O)C1=C(c2ccccc2)NC(=O)NC1c1ccccc1OCC(=O)NCc1ccccc1 (configuration not stated)	-1	4	·	0	·	-18	-1	·
49	COc1ccccc1N1CCN(S(=O)(=O)CCNC(=O)C2CC(=O)N(c3ccccc3)C2)CC1 (configuration not stated)	1	-5	-11	-1	0.4	-1	-10	1
50	COc1ccc(C2=NOC(Cn3nc(C(=O)NCc4ccc(OC(F)(F)F)cc4)cc3-c3ccccc3)C2)cc1 (configuration not stated)	-4	4	-9	1	0.2	0	-3	1

Following part
no.	SMILES	PglD inh	PGC1a acetyl inh	RAD52 inh	Cneo AK release	E-sel inducer	RAD54 branch	miR122 inh	ERAP1 inh
51	C[C@@H](NC(=O)C[C@@H]1C=C[C@@H](NC(=O)C2CCOCC2)[C@H](CO)O1)c1ccccc1	-3	0	-7	0	0.6	-5	·	-1
52	OC[C@H]1[C@H](c2ccc(-c3ccccc3)cc2)[C@H]2CN(Cc3cncnc3)CCCCN21	-2	6	-17	46	0.1	7	7[16.7 µM]	-3
53	CCOc1ccc(NC(=O)CC2C(=O)N(c3ccccc3)C(=S)N2Cc2ccccn2)cc1 (configuration not stated)	0	26	·	-4	·	18	7	·
54	CCCC(=O)Nc1ccc2c(c1)OC[C@@H](C)N(C(=O)c1cccnc1)C[C@H](C)[C@H](OC)CN(C)C2=O	0	-1	-6	-3	1.5	-4	·	-2
55	Nc1cccc([N+](=O)[O-])c1	3	-2	-10	3	-2.2	-3	-3	·
56	CC(=O)Nc1nc(C(=O)O)cs1	·	-1	-22	·	·	·	2	2
57	CCCCn1c(SCC(=O)Nc2nnc(C)s2)nc2c1c(=O)n(C)c(=O)n2C	8	-3	·	-2	·	-8	-6	·
58	O=C(C[C@@H]1CC[C@H]2[C@@H](COC[C@@H](O)CN2Cc2nccs2)O1)NCc1ccccc1	-3	-2	-18	-1	0.1	-13	1[16.7 µM]	-1
59	O=C(Nc1ccn(CCCN2CCN(Cc3ccc(F)cc3)CC2)c(=O)n1)OCc1ccccc1	20	-11	-15	3	3.2	-2	-2	0
60	CCCCc1cc(=O)oc2cc(OCc3nn[nH]n3)c(Cl)cc12	4	-3	·	-3	·	-6	1	·
61	O=C(O)C1CCCN1S(=O)(=O)c1ccc(Cl)cc1 (configuration not stated)	3	3	-7	2	-1.7	1	3	-2
62	Cc1ccc(-n2cccn2)c(CN2CCC(CO)(CCc3ccccc3)CC2)c1	·	-3	-31	·	2.0	·	·	0
63	CCn1cc(C(=O)NCC2CCCO2)c2cc(OC)c(OC)cc2c1=O (configuration not stated)	0	-4	·	0	·	1	-8	·
64	CCc1c(C)nc2cc(-c3ccccc3)[nH]n2c1=O	-6	·	-17	-1	0.2	-2	·	0

Among those listed so far, these have a nitro group on carbon:
no.	SMILES	PglD inh	PGC1a acetyl inh	RAD52 inh	Cneo AK release	E-sel inducer	RAD54 branch	miR122 inh	ERAP1 inh
14	CC(NC(=O)/C(=C/c1cccc([N+](=O)[O-])c1)NC(=O)c1ccco1)C(=O)O (configuration not stated)	-11	9	·	4	·	5	0	·
25	CC1CN(C)C(C)C/C1=N/Oc1ccccc1[N+](=O)[O-] (configuration not stated)	-2	1	-2	2	·	2	2	1
33	CCOC(=O)CCC(=O)Nc1cccc([N+](=O)[O-])c1	-5	-5	·	-1	·	-6	-5	·
55	Nc1cccc([N+](=O)[O-])c1	3	-2	-10	3	-2.2	-3	-3	·

High-throughput results deposited in PubChem BioAssay by Broad Institute.

Rows were taken by chance (roughly 1.4% active in at least one column).
